Screening data from PubChem BioAssay.
Yeast superoxide – caloric restriction mimetics inhibiting age-related superoxide in yeast | S. cerevisiae aged cells, superoxide DHE fluorescence; active compounds read low | AID 2690 | 0.18% of 330,000 active | superoxide response (% of plate mean), % at 10 µM;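 active = superoxide response under a set limit, about three screen SD below normal, cut at about 65% in these data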;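 note: yeast aged for seven days with compound at 30 °C before DHE staining; 100% = average MFI of all compound-treated wells on the plate with controls excluded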
CIT2-GFP yeast – modulators of TOR pathway CIT2-GFP in S. cerevisiae; GFP response vs DMSO, % at 10 µM; AID 2029; S. cerevisiae CIT2-GFP strain, flow cytometry, 3 h; 100 means same as DMSO wells; 0.065% of 320,000 active;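 active = GFP response relative to DMSO above a set limit, near the screen mean plus 3 SD, cut at about 150% in these data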;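 note: ratio of well median GFP fluorescence to mean of DMSO wells on the plate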
RPL19A TOR yeast – alters RPL19A-GFP fluorescence in TOR pathway yeast screen; S. cerevisiae RPL19A-GFP strain, flow cytometry, 3 h; active compounds read low; percent response vs DMSO, % at 10 µM; 0.3% of 330,000 active; AID 2025;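 active = percent response vs DMSO below 50%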;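 note: median channel GFP fluorescence of the barcoded RPL19A-GFP strain; ratio of sample median GFP to plate DMSO average so 100% = DMSO; lower means less RPL19A-GFP as with rapamycin TOR inhibition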
GRK2 aptamer HTS – human GRK2 inhibition via aptamer displacement; AID 488847; bead flow cytometry, FAM-aptamer displacement from GRK2; P25098; inhibition of aptamer binding, % at 10 µM; 0.59% of 330,000 active;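 active = inhibition of aptamer binding above 40%, roughly 3 SD of noise, on plates passing a quality check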;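 note: median bead fluorescence of bound FAM aptamer so fluorescent compounds give negative values; no value below 0 was filed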
AGP1 TOR yeast – modulators of TOR pathway AGP1-GFP in S. cerevisiae; S. cerevisiae AGP1-GFP multiplex flow cytometry, 3 h; GFP as percent of DMSO wells; GFP response vs DMSO, % at 10 µM; 0.02% of 320,000 active; AID 2066;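 active = GFP response relative to DMSO above a set limit, near screen average plus 3 SD, cut at about 150% in these data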;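 note: median GFP channel fluorescence of the gated AGP1 strain per well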
VLA-4 inh – inhibition in a human VLA-4 binding assay | VLA-4 expressing cells, ligand binding flow cytometry | inhibition, % (about 7 µM as worked out from the volumes in the protocol) | 0.2% of 330,000 active; in the data active = inhibition above about 50%
Target sequence (P13612 whole entry, looked up): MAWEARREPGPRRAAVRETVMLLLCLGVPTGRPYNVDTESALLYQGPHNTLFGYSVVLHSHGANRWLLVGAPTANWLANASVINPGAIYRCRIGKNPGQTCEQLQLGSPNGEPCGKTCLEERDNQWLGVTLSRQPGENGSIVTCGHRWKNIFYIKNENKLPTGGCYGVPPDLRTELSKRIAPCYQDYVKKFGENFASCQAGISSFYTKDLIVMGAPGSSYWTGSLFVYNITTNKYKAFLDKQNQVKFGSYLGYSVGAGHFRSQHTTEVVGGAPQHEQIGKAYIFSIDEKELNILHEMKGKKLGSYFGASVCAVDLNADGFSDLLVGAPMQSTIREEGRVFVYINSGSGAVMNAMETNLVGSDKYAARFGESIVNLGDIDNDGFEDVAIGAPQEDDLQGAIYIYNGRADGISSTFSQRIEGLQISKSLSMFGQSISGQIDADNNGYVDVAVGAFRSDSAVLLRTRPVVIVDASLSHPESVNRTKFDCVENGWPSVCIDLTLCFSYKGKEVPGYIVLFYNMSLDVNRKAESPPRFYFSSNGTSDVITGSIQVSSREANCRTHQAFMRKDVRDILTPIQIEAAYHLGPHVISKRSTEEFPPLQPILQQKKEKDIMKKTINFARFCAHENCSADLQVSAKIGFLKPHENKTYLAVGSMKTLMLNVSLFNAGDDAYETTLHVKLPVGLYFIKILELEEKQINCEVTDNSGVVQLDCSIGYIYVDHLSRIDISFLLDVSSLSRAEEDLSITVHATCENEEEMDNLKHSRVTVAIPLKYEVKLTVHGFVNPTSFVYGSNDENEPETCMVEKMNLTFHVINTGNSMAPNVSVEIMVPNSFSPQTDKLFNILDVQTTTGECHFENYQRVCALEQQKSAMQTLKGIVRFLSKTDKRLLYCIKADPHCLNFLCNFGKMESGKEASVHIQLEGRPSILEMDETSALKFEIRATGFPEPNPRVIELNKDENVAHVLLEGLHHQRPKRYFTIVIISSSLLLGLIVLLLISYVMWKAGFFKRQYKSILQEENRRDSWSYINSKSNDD
LAP4 TOR yeast – alters LAP4-GFP fluorescence in TOR pathway yeast screen; S. cerevisiae LAP4-GFP multiplex, flow cytometry GFP, 3 h; median GFP as percent of DMSO wells; GFP response vs DMSO, % at 10 µM; 0.34% of 320,000 active;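 active = GFP response vs DMSO above a set limit, about the screen mean plus 3 SD, cut at about 150% in these data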
MEP2-GFP yeast – alters MEP2-GFP fluorescence in TOR pathway yeast screen; S. cerevisiae MEP2-GFP strain, flow cytometry GFP, 3 h; 100% = DMSO control level; GFP response vs DMSO, % at 10 µM; 0.51% of 330,000 active; AID 2016;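 active = GFP response versus DMSO above a set limit, roughly screen mean plus 3 SD, cut at about 180% in these data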;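 note: median GFP fluorescence of the barcode-gated MEP2-GFP cells per well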
Active calls of the source: *; i = inactive; · = not tested or not shown.

SMILES	Yeast superoxide	CIT2-GFP yeast	RPL19A TOR yeast	GRK2 aptamer HTS	AGP1 TOR yeast	VLA-4 inh	LAP4 TOR yeast	MEP2-GFP yeast
O=S(=O)(c1cc(F)ccc1F)N1CCN(c2ccccn2)CC1	99.0	102.2	102.9	0.0	98.3	7.4	96.5	106.8
CN(c1ccccc1C(=O)Nc1ccc2c(c1)OCCO2)S(C)(=O)=O	91.8	99.2	104.7	0.0	102.0	2.0	105.2	107.9
Cc1ccc(C2N(C)C(=O)c3ccccc3N2C)cc1 (stereo unspecified)	95.7	99.8	101.3	1.0	99.9	4.0	97.0	101.0
CCNC(=S)N=Nc1c(O)[nH]c2ccc([N+](=O)[O-])cc12	96.6	99.6	91.8	1.0	97.3	-5.8	95.6	103.0
CCCCN1C(=O)c2ccccc2C1C(=O)NC1CCCC1 (stereo unspecified)	103.7	98.0	97.1	0.0	101.4	-7.5	90.7	95.5
CCOC(=O)C1CCCN(C2=NC(=O)/C(=C/c3ccc(O)c(OCC)c3)S2)C1 (stereo unspecified)	103.7	96.8	102.4	0.0	88.9	-299.3	82.3	99.2
Cc1ccc2oc(=O)c3cnn(CC(=O)N4CCCc5ccccc54)c3c2c1	103.8	108.8	98.3	1.0	101.8	-9.1	99.8	98.1
COc1ccc(CC2=C(O)c3ccccc3C(=O)C2=O)cc1	124.0	87.2	98.5	3.0	89.8	16.8	141.7	98.2
COc1cc(CCC(=O)OCC(=O)Nc2nc(C)c(Cl)cc2Cl)cc(OC)c1OC	101.3	101.7	105.8	1.0	103.8	12.9	102.1	108.3
Cc1nc(N/C(N)=N/S(=O)(=O)c2ccccc2)nc2ccccc12	112.8	107.7	104.4	1.0	99.7	1.4	94.6	105.8
C/C(=C\c1ccccc1)CN1CCC(C(=O)N2CCCCC2)CC1	105.1	91.3	89.4	0.0	88.6	-21.7	87.6	96.4
CCC(C)(C)n1nnnc1CN1CCC(NC(=O)c2ccc(Br)cc2)CC1	99.1	95.7	96.9	1.0	98.7	-0.1	101.5	99.9
COc1ccc2occ(C(=O)c3coc4ccc(O)c(CN(C)C)c34)c2c1	96.4	101.0	93.7	0.0	98.7	-2.4	97.9	99.4
O=C(COc1ccc(F)cc1Br)NCC1COc2ccccc2O1 (stereo unspecified)	93.0	93.1	103.5	5.0	105.8	-12.2	111.2	109.0
O=Cc1[nH]c2ccccc2c1N(C(=O)CCl)c1ccc([N+](=O)[O-])cc1	98.8	110.3	105.3	3.0	117.2	-26.7	111.3	97.2

Overlap with the part before: 2 entries, followed by the next part.
SMILES	Yeast superoxide	CIT2-GFP yeast	RPL19A TOR yeast	GRK2 aptamer HTS	AGP1 TOR yeast	VLA-4 inh	LAP4 TOR yeast	MEP2-GFP yeast
O=C(COc1ccc(F)cc1Br)NCC1COc2ccccc2O1 (stereo unspecified)	93.0	93.1	103.5	5.0	105.8	-12.2	111.2	109.0
O=Cc1[nH]c2ccccc2c1N(C(=O)CCl)c1ccc([N+](=O)[O-])cc1	98.8	110.3	105.3	3.0	117.2	-26.7	111.3	97.2
O=C1CC(NCCN2CCOCC2)C(=O)N1Cc1ccc(N2CCCC2=O)cc1 (stereo unspecified)	100.3	101.0	99.8	4.0	97.4	3.6	98.7	101.2
C=CCOc1c(CNc2ccc(C(=O)O)cc2)cccc1OCC	98.6	100.7	98.2	2.0	·	5.3	109.4	106.4
CCCCN(C)C(=O)Cn1cnc2sc(C)c(S(=O)(=O)N3CCN(c4ccccc4OC)CC3)c2c1=O	115.1	105.7	105.1	1.0	108.5	-3.1	106.2	106.8
O=c1c2cn[nH]c2[nH]c(=S)n1-c1cccc2ccccc12	109.2	102.3	101.3	2.0	104.2	-9.1	105.4	103.9
COc1ccccc1NC(=O)CN1C(=O)COc2ccc(S(=O)(=O)N3CCOCC3)cc21	86.7	107.0	99.7	0.0	98.7	-4.9	97.8	101.8
O=C(Cc1c(Cl)cccc1Cl)OCC(=O)N1CCN(C(=O)c2ccco2)CC1	87.8	103.9	105.8	0.0	99.5	5.9	94.6	105.2
Cc1cc(S(=O)(=O)N2CCCc3ccccc32)ccc1-n1cnnn1	100.1	92.2	98.4	0.0	94.8	8.0	85.5	98.0
CC(C)[C@H](NC(=O)OC(C)(C)C)c1nnc(SCc2cccc(F)c2)o1	94.4	104.7	104.2	1.0	100.2	-1.7	96.7	103.2
CCOC(=O)c1c(C)n(-c2ccccc2)c2ccc(OCCN(C)C)cc12	85.5	100.2	100.0	0.0	92.3	-1.5	95.5	104.6
Nc1nc(NCc2ccccc2)n(-c2ccccc2)n1	95.3	106.0	102.7	0.0	99.9	6.6	91.6	103.7
O=C(N/N=C\c1ccccc1OCc1ccccc1)c1ccco1	78.2	92.9	101.2	4.0	95.8	3.3	117.7	105.6
CCc1sc(C(=O)N2CCN(c3ccc(F)cc3)CC2)cc1C	102.5	94.2	104.3	0.0	98.3	4.8	112.7	106.3
C#CCOCCOCCOCCNc1nc(N2CCN(C(=O)C([C@@H](C)O)n3cc([C@@H](N)CCCCN)nn3)CC2)nc(N2CCN(C(=O)[C@H](CC(N)=O)n3cc(C(N)[C@@H](C)CC)nn3)CC2)n1 (stereo partly specified)	90.8	103.4	97.3	0.0	102.0	21.4	94.7	102.1
CCOc1ccc(N(C)S(=O)(=O)c2cc(-c3cc(C)no3)ccc2CC)cc1	109.1	104.4	103.0	0.0	106.7	10.7	102.5	102.1
COc1cccc(NC(=O)CN(C)C(=O)c2c(C)nn(CC(C)C)c2Cl)c1	82.3	105.9	97.3	1.0	98.7	-10.9	97.8	96.5

An excerpt from above, limited to LAP4 TOR yeast and MEP2-GFP yeast.
canonical_smiles | LAP4 TOR yeast | MEP2-GFP yeast
Cc1nc(N/C(N)=N/S(=O)(=O)c2ccccc2)nc2ccccc12 | 94.6 | 105.8
C/C(=C\c1ccccc1)CN1CCC(C(=O)N2CCCCC2)CC1 | 87.6 | 96.4
CCC(C)(C)n1nnnc1CN1CCC(NC(=O)c2ccc(Br)cc2)CC1 | 101.5 | 99.9
COc1ccc2occ(C(=O)c3coc4ccc(O)c(CN(C)C)c34)c2c1 | 97.9 | 99.4
O=C(COc1ccc(F)cc1Br)NCC1COc2ccccc2O1 (stereo unspecified) | 111.2 | 109.0
O=Cc1[nH]c2ccccc2c1N(C(=O)CCl)c1ccc([N+](=O)[O-])cc1 | 111.3 | 97.2
O=C1CC(NCCN2CCOCC2)C(=O)N1Cc1ccc(N2CCCC2=O)cc1 (stereo unspecified) | 98.7 | 101.2

Next results follow:
SMILES	Yeast superoxide	CIT2-GFP yeast	RPL19A TOR yeast	GRK2 aptamer HTS	AGP1 TOR yeast	VLA-4 inh	LAP4 TOR yeast	MEP2-GFP yeast
COc1ccc(C(C)=O)cc1Cn1c(=O)cc(C)[nH]c1=O	102.6	105.4	107.1	0.0	104.6	7.1	101.6	102.6
Cc1ccc(-n2c(Cc3cccs3)nnc2SCC(=O)Nc2ccc(F)c(F)c2)cc1	96.8	122.7	·	0.0	117.2	2.1	112.0	108.8
Cc1oc(-c2ccc(Cl)cc2)nc1CS(=O)CC(=O)NCCCN(C)C1CCCCC1 (stereo unspecified)	106.1	92.5	97.5	0.0	98.0	8.4	88.2	101.0
COc1ccccc1CCNC(=O)c1ccc(NC(=O)CC2SC(N3CCCCC3)=NC2=O)cc1 (stereo unspecified)	108.3	96.8	92.4	0.0	95.1	0.0	90.9	101.9
O=C(N/C(=C\c1cn(-c2ccccc2)nc1-c1ccc(Cl)cc1)C(=O)N1CCOCC1)c1ccccc1	119.0	102.3	102.5	0.0	103.8	4.3	99.2	105.4
CS(=O)(=O)c1nc(-c2cccs2)cc(C(F)(F)F)n1	80.7	84.3	88.2	0.0	124.0	13.6	186.4*	162.3
Cc1nn2c(-c3ccncc3)nnc2c2ccccc12	77.5	65.1	59.7	0.0	57.9	7.5	101.3	105.6
COCc1cc(C)n(CC(=O)NCc2ccccc2)c(=O)c1C#N	109.2	103.6	99.0	2.0	96.5	0.3	94.7	106.8
CCC1CCCCN1C(=O)CSc1nc(N)c(NC(=O)c2ccc(OC)c(OC)c2)c(=O)[nH]1 (stereo unspecified)	86.3	91.7	94.2	0.0	89.4	18.2	86.4	91.6
CC(Cc1ccccc1)Nc1ncnc2c1ncn2C1OC(CO)C(O)C1O (stereo unspecified)	105.9	99.4	102.5	0.0	103.2	44.3	107.3	104.1
C=CCN1CCN(C(=O)c2ccc3c(c2)OCO3)CC1	104.6	156.7*	99.6	1.0	108.8	2.6	95.7	108.3
COc1ccc(CCn2c(=O)[nH]c3cc(C(=O)N4CCN(c5ccccn5)CC4)ccc3c2=O)cc1OC	94.6	100.3	98.1	2.0	104.5	2.3	100.0	97.9
COC(=O)c1ccccc1NC(=O)C1CCN(C(=O)c2ccc(OC)cc2)CC1	117.3	91.2	89.4	0.0	94.0	i	95.6	94.5
COc1cccc(CN2CC(C(=O)N3CCCCCC3)CCC2=O)c1 (stereo unspecified)	94.3	97.8	97.6	0.0	99.5	-2.0	105.1	95.1
N#Cc1cccc(C#N)c1Oc1ccc(N)cc1	98.7	98.7	102.2	0.0	109.2	6.2	113.3	90.4

Single records, as listed above.
Listed for Cc1ccc(-n2c(Cc3cccs3)nnc2SCC(=O)Nc2ccc(F)c(F)c2)cc1 → Yeast superoxide: 96.8; CIT2-GFP yeast: 122.7; RPL19A TOR yeast: ·; GRK2 aptamer HTS: 0.0; AGP1 TOR yeast: 117.2; VLA-4 inh: 2.1; LAP4 TOR yeast: 112.0; MEP2-GFP yeast: 108.8
Listed for C=CCN1CCN(C(=O)c2ccc3c(c2)OCO3)CC1 → Yeast superoxide: 104.6; CIT2-GFP yeast: 156.7*; RPL19A TOR yeast: 99.6; GRK2 aptamer HTS: 1.0; AGP1 TOR yeast: 108.8; VLA-4 inh: 2.6; LAP4 TOR yeast: 95.7; MEP2-GFP yeast: 108.3
Listed for COc1ccc(C(C)=O)cc1Cn1c(=O)cc(C)[nH]c1=O → Yeast superoxide: 102.6; CIT2-GFP yeast: 105.4; RPL19A TOR yeast: 107.1; GRK2 aptamer HTS: 0.0; AGP1 TOR yeast: 104.6; VLA-4 inh: 7.1; LAP4 TOR yeast: 101.6; MEP2-GFP yeast: 102.6

(more compounds)
SMILES	Yeast superoxide	CIT2-GFP yeast	RPL19A TOR yeast	GRK2 aptamer HTS	AGP1 TOR yeast	VLA-4 inh	LAP4 TOR yeast	MEP2-GFP yeast
O=C(N/N=C/c1cccc([N+](=O)[O-])c1)c1cnccn1	93.5	85.5	96.0	4.0	93.8	-4.1	98.6	96.7
COc1ccc(/C(C)=N/NC(=O)CNC(=O)c2ccncc2)c(OC)c1	89.1	95.5	100.3	2.0	104.8	23.2	95.5	97.3
CCn1c(SCC(=O)C(C)(C)C)nnc1-c1cnccn1	110.6	99.4	98.1	1.0	95.2	1.8	100.4	103.0
Cc1ccc(OCc2nnc(SC3CCc4ccccc4C3=O)n2C)cc1 (stereo unspecified)	106.0	68.2	89.3	0.0	87.1	-13.3	120.7	86.2
CN(C)c1ccc(/C=C(\NC(=O)c2ccccc2)C(=O)NCCN2CCOCC2)cc1	94.2	103.3	99.4	0.0	105.8	4.3	92.1	100.1
CC(C)Oc1ccc(CN2CCCC(CO)(Cc3ccccc3)C2)cc1CO (stereo unspecified)	106.5	101.7	96.0	0.0	93.8	3.5	86.0	96.3
C=CCSc1ncnc2c1oc1nc3c(cc12)COC(C)(C)C3	102.9	93.3	100.1	3.0	97.9	-15.3	101.4	97.4
